CHO-K1 Ca PAM – nonselective calcium activators in parental CHO-K1 cells, primary screen, counter-screen for M1 PAM project, cell-based, Fluo-8 calcium fluorescence, full deck, 1536-well; ATP EC20; 0% at ATP EC20, 100% at ATP max; activation, % at 3 µM; hit rate 0.02% among 360,000; AID 602247, 2012;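 active means activation above the run cutoff, the mean activation of all test compounds plus 3 SD, cut at about 40% in these data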;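 further: peak over basal fluorescence ratio in a 140 s read after ATP addition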
CHRM1 antagonist – human M1 muscarinic receptor antagonists, primary screen, CHO-K1 cells, Fluo-8 calcium fluorescence, 1536-well; hit rate 1.3% among 360,000; Muscarinic acetylcholine receptor M1 (Homo sapiens), P11229; CHO-K1 hM1, ACh EC80 antagonist; inhibition, % at 3 µM;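 active means percent inhibition above its own plate's cutoff, namely the mean of that plate's compound wells plus 3 SD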;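 further: peak over basal fluorescence ratio during 140 s after agonist addition; 0% = ACh EC80 plus DMSO and 100% = DMSO alone without agonist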
Target sequence (P11229 whole entry, looked up): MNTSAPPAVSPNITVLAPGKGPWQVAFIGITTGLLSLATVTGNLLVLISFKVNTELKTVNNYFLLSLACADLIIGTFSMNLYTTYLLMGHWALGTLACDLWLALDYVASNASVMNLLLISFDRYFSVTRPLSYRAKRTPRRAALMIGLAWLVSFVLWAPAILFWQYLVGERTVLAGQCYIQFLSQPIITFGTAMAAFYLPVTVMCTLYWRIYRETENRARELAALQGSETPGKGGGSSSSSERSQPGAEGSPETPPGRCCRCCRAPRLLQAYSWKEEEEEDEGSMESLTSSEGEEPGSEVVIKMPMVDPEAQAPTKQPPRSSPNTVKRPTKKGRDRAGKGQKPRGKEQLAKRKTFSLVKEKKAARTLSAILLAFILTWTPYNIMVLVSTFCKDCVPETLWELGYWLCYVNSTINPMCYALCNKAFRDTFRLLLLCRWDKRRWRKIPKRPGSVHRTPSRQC
CHO-K1 Ca antag – M1 antagonist counterscreen hit in parental CHO-K1 cells. ATP-induced calcium, Fluo-8 fluorescence. inhibition, % at 3 µM. hit rate 0.6% among 360,000;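 active means inhibition above a per-plate cutoff, the plate's mean sample inhibition plus 3 SD, cut at about 24% in these data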;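 further: 0% = DMSO plus EC80 ATP and 100% = DMSO alone without ATP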
CHRM1 agonist – human M1 muscarinic receptor agonists, primary screen, Fluo-8 calcium fluorescence, CHO-K1 cells, HTS; Muscarinic acetylcholine receptor M1 (Homo sapiens), P11229; CHO-K1 hM1, agonist mode; 0% DMSO, 100% acetylcholine EC100; activation, % at 3 µM; hit rate 0.33% among 360,000;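 active means activation above the run's mean compound activation plus 3 SD, cut at about 16% in these data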;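 further: peak over basal fluorescence ratio within a 140 s kinetic read after compound addition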
TAAR1 antagonist – human TAAR1 antagonists, primary screen, Fluo-8 calcium fluorescence, CHO RD-HGA16 cells; antagonist; inhibition, % at 3 µM; hit rate 1.5% among 360,000;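 active means inhibition above a per-plate cutoff, the mean inhibition of test compounds on that plate plus 3 SD, cut at about 49% in these data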;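 further: 0% = DMSO plus EC80 beta-PEA response and 100% = DMSO alone without agonist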
Target sequence (Q96RJ0 whole entry, looked up): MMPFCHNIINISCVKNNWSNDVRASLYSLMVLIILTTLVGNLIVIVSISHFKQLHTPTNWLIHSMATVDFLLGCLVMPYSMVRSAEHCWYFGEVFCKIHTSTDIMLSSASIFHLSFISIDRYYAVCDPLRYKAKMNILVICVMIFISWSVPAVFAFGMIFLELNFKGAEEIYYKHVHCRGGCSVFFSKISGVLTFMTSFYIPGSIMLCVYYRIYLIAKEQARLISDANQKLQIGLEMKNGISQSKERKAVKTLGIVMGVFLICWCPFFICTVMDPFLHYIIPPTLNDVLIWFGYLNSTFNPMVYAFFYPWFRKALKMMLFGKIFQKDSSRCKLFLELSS
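Test system – hTAAR1-expressing CHO RD-HGA16 cells, Gα16-coupled · Reagent – β-PEA at EC80 concentration, post-compound challenge · Compound dosing – 3 µM, single point · Timing – 140 s kinetic read after compound, 140 s after agonist · Detection – Fluo-8 intracellular calcium dye fluorescence, real-time kinetic reads · Control set – DMSO and EC80 PEA controls · Repeats – n of 1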
M1 PAM – human M1 muscarinic receptor positive allosteric modulators, primary screen, CHO-K1 cells, Fluo-8 calcium fluorescence, 1536-well; AID 588819, 2011; CHO-K1 hM1, ACh EC20; 0% = ACh EC20, 100% = maximal ACh; Muscarinic acetylcholine receptor M1 (Homo sapiens), P11229; activation, % at 3 µM; hit rate 0.088% among 360,000; in the data active means activation above about 19%, passing the limit was not always enough
CHO-K1 Ca ag – counter-screen for M1 agonists: effect in parental CHO-K1 cells; Fluo-8 calcium fluorescence; scaled to maximal ATP response, vehicle zero; hit rate 0.48% among 360,000; activation, % at 3 µM; in the data active means activation above about 15%;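 further: untransfected CHO-K1 host cells lacking M1 receptor as counterscreen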
CHO parental Ca – ATP-evoked calcium signal inhibitors, parental CHO, primary screen, counter-screen for OX1R antagonist project, cell-based, fluorescence, Fluo-8 calcium dye. hit rate 0.63% among 330,000. inhibition, % at 5.6 µM. parental CHO-K1, ATP-induced calcium, Fluo-8 fluorescence. AID 463079, 2010;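 active means inhibition above that plate's mean sample inhibition plus 3 SD, cut at about 26% in these data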;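 further: 0% = ATP-challenged DMSO wells and 100% = DMSO wells without ATP; some compounds past the cut are filed as inactive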
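test system = CHO parental line | reagent = ATP stimulus | measured by = intracellular calcium via Fluo-8 no-wash fluorescent dye | control set = ATP and no-ATP DMSO wells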
TAAR1 ag – human TAAR1 agonists, primary screen, Fluo-8 calcium fluorescence, CHO RD-HGA16 cells. hit rate 0.99% among 360,000. vehicle wells 0%, saturating PEA agonist 100%. activation, % at 3 µM. Trace amine-associated receptor 1 (Homo sapiens), Q96RJ0;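 active means activation above the mean activation of all test compounds in the run plus 3 SD, cut at about 38% in these data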
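System: CHO-derived RD-HGA16 cells with stable Gα16 and human TAAR1. Times: 17-24 h plating, Fluo-8 75 min 37 °C, 30 min RT. Measured by: calcium-sensitive Fluo-8 signal, excitation 470-495, emission 515-575 nm. Read-out basis: % activation relative to PEA EC100 response. Control set: DMSO and PEA EC100. Repeats: no replicates (n 1).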
The depositor's hits bear a star; · = not tested or not shown.

The first two entries as a preview:
SMILES	CHO-K1 Ca PAM	CHRM1 antagonist	CHO-K1 Ca antag	CHRM1 agonist	TAAR1 antagonist	M1 PAM	CHO-K1 Ca ag	CHO parental Ca	TAAR1 ag
Cc1cccc(NC(=O)[C@H](Cc2ccccc2)NC(=O)OCc2ccccc2)c1	5.1	-1.9	-5.5	-5.7	-2.9	0.7	0.3	-28.7	1.1
CC(C)(C)C(=O)N1CCN(c2ncccc2C(F)(F)F)CC1	0.2	-7.8	-1.3	-3.5	-15.4	10.3	0.3	-15.2	1.4

The listing, from the first entry:
SMILES	CHO-K1 Ca PAM	CHRM1 antagonist	CHO-K1 Ca antag	CHRM1 agonist	TAAR1 antagonist	M1 PAM	CHO-K1 Ca ag	CHO parental Ca	TAAR1 ag
Cc1cccc(NC(=O)[C@H](Cc2ccccc2)NC(=O)OCc2ccccc2)c1	5.1	-1.9	-5.5	-5.7	-2.9	0.7	0.3	-28.7	1.1
CC(C)(C)C(=O)N1CCN(c2ncccc2C(F)(F)F)CC1	0.2	-7.8	-1.3	-3.5	-15.4	10.3	0.3	-15.2	1.4
O=C1CSc2ccc(C(=O)N3CCN(c4ccccn4)CC3)cc2N1	-14.0	-8.8	0.4	-11.5	11.2	-5.8	2.3	-17.5	8.7
CC(OC(=O)/C=C/c1ccccc1)C(=O)Nc1cccc(C#N)c1 (stereo not drawn)	8.9	-3.1	-6.2	-3.9	13.2	-0.3	4.2	-41.8	4.4
O=C(Nc1ccccc1N1CCOCC1)c1cccs1	-4.6	5.6	3.2	-1.7	9.9	-3.1	0.4	-9.7	10.7
COC(=O)c1ccc(NC(=O)CNC(=O)c2sc3ccccc3c2Cl)cc1	-16.1	-0.5	-5.1	1.8	-1.7	14.1	-0.6	-6.1	1.5
O=C(N/N=C/c1ccco1)c1cc(-c2ccc3ccccc3c2)n[nH]1	10.4	-3.2	-2.1	-1.1	71.5*	3.0	0.7	-1.2	47.6*
Cc1cc(C)nc(SC2CC(=O)N(c3ccc(Br)cc3)C2=O)n1 (stereo not drawn)	-6.5	-4.3	-3.6	-4.7	-22.7	0.9	1.3	-9.8	0.5
CCOC(=O)c1c(C)[nH]c(C)c1S(=O)(=O)NC(CC)CN1CCOCC1 (stereo not drawn)	7.5	-4.6	-10.1	-5.0	-24.1	6.2	0.2	-3.9	0.6
Cc1cc(-c2cc(C(=O)Nc3ccccc3)on2)nc(NCC2CC2)n1	-2.9	-4.2	1.3	-5.4	-8.8	8.9	-0.7	-19.9	1.0
COc1ccc(-c2[nH]c(-c3ccc(SC)cc3)nc2SCC(=O)Nc2nccs2)cc1	7.3	7.5	2.7	-8.1	40.6	-9.6	3.1	-12.5	7.8
CC(C)c1nc(SCC(=O)N2CCOCC2)c2c(=O)n(C)c(=O)n(C)c2n1	16.7	-4.0	-5.6	-6.9	-11.1	-5.3	1.6	-2.0	4.6
O=C(O)CCC(=O)N1CCC(C(=O)c2cccc(Cl)c2)CC1	12.4	0.1	-6.3	-10.8	-7.7	4.0	0.7	-7.9	21.1
O=C(C1CN(C(=O)c2cc3ccccc3o2)c2ccccc2O1)N1CCCCC1 (stereo not drawn)	-3.7	0.0	-2.8	-4.0	-12.2	2.1	0.4	·	2.3
Cc1ccc(-n2c(-c3ccncc3)n[nH]c2=S)c(C)c1	12.3	5.5	5.3	-2.6	-6.5	5.1	0.2	-11.8	1.1
CCC(=O)N/C(N)=N/c1nc2ccccc2o1	14.0	-7.1	-1.1	-2.2	-9.5	3.2	1.6	-12.3	-0.5
O=C(CCn1cnc2ncccc2c1=O)N1CCN(c2cccc(Cl)c2)CC1	21.5	-11.9	-18.2	-3.6	-14.1	8.4	1.6	-29.8	1.1
CCCCN1CCNC[C@@H]1Cc1ccc(O)cc1	2.1	-3.0	-9.9	-2.6	11.9	9.2	-0.1	-6.3	21.5
O=[N+]([O-])c1ccc(S(=O)(=O)NN=C2CCCCC2)cc1	-3.8	-21.7	-3.9	4.1	5.4	14.1	0.4	·	-0.3
Cc1c(C(=O)N2CCCCC2)sc(NC(=O)C2CC2)c1C#N	2.2	-8.2	-5.0	-1.6	-3.8	9.2	0.3	-5.5	7.5
O=C1OC(CCl)CN1Cc1c(Cl)cccc1Cl (stereo not drawn)	-13.3	-5.6	10.0	-5.1	-7.1	2.8	0.4	-5.4	0.6
O=C(COC(=O)/C=C/c1ccco1)Nc1ncc(C(F)(F)F)cc1Cl	10.2	-2.9	-2.6	-7.1	2.7	2.8	-0.5	5.3	-0.9
COc1ccccc1-n1nc(C(=O)O)c2ccccc2c1=O	13.2	-2.5	-17.1	-2.3	-9.1	7.8	0.5	-4.6	8.3
O=C(Nc1ccc(Br)c(Cl)c1)c1ccco1	16.3	-5.1	-1.5	-5.3	-6.8	1.9	0.9	-10.2	13.7

Reprinted from the part before: three entries; new compounds follow.
SMILES	CHO-K1 Ca PAM	CHRM1 antagonist	CHO-K1 Ca antag	CHRM1 agonist	TAAR1 antagonist	M1 PAM	CHO-K1 Ca ag	CHO parental Ca	TAAR1 ag
O=C(COC(=O)/C=C/c1ccco1)Nc1ncc(C(F)(F)F)cc1Cl	10.2	-2.9	-2.6	-7.1	2.7	2.8	-0.5	5.3	-0.9
COc1ccccc1-n1nc(C(=O)O)c2ccccc2c1=O	13.2	-2.5	-17.1	-2.3	-9.1	7.8	0.5	-4.6	8.3
O=C(Nc1ccc(Br)c(Cl)c1)c1ccco1	16.3	-5.1	-1.5	-5.3	-6.8	1.9	0.9	-10.2	13.7
O=C(Nc1ccccc1N1CCOCC1)C1Cc2ccccc2CN1C(=O)c1ccco1 (stereo not drawn)	16.0	-3.7	-1.7	-2.3	7.2	7.7	0.6	-21.9	13.9
CSc1ccc(CNc2ccc(C)c(C)c2)cc1	16.2	-12.7	-30.3	-3.1	18.9	1.3	0.8	-9.6	4.2
CCN1CCCC1CNC(=O)c1ccc2c(c1)N(Cc1cccc(Cl)c1)C(=O)c1ccccc1S2(=O)=O (stereo not drawn)	9.2	2.4	-13.2	-3.4	7.8	-1.3	3.5	-8.1	6.5
O=C(CCN1C(=O)S/C(=C\c2cccs2)C1=O)Nc1nccs1	29.6	-12.1	-20.2	-2.5	-26.5	8.9	0.8	-11.3	3.3
O=C(OCCOc1ccccc1F)c1cccc(S(=O)(=O)N2CCOCC2)c1	-2.5	5.5	-3.5	-2.7	1.2	-3.0	1.6	-19.1	14.0
Cc1ccc(C(c2c(C)nn(-c3ccccc3)c2N)c2c(C)nn(-c3ccccc3)c2N)cc1	26.3	-5.4	-0.8	-7.3	-2.0	14.0	0.9	-27.0	4.2
O=C(O)Cc1c(C(=O)O)[nH]c2ccc(C(=O)O)cc12	13.1	-5.0	-11.6	-1.8	0.1	6.5	1.1	4.3	0.3
CCCNC(=O)Cc1ccsc1	-3.5	1.3	14.7	-3.4	5.6	-3.3	0.0	-4.8	8.0
CC(=O)NC1=NN(C(C)=O)C(c2cccc([N+](=O)[O-])c2)S1 (stereo not drawn)	-2.1	17.4	5.7	-5.9	3.8	-9.4	0.2	-12.3	-0.4
COc1cc2c(cc1OC)/C(=C/C(=O)c1ccc(OC)c([N+](=O)[O-])c1)NCC2	11.7	-5.8	-14.2	-7.0	31.4	-1.8	5.1	·	10.9
O=C(O)CCc1nc2cc(C(F)(F)F)ccc2n(Cc2ccccc2)c1=O	-0.4	2.0	-13.2	-2.3	-15.2	4.3	0.5	-6.7	3.8
Nc1ncnc2c1ncn2[C@@H]1O[C@H](C(=O)NCc2ccc(OC(F)(F)F)cc2)[C@@H](O)[C@H]1O	-3.4	-24.8	-5.3	2.2	27.3	0.0	0.4	·	1.2
O=C(N1CCOCC1)N1CCN(Cc2ccccc2)CC1	0.6	-0.4	-4.0	-6.6	-3.2	3.1	0.1	-4.0	8.4
O=c1cc(N2CCCCC2)c(-c2ccccc2)nn1Cc1ccc(F)cc1	15.8	9.4	-15.0	-5.8	20.1	-2.8	0.9	-34.3	8.2
COc1ccc2cc3c(N)nn(C(=O)c4ccccc4[N+](=O)[O-])c3nc2c1	8.1	4.6	-3.5	-3.9	-21.6	-7.2	0.1	-21.6	11.6
Cc1ccc(NC(=O)NC2CCCCC2)cc1Cl	25.4	1.7	-4.5	-3.8	14.4	-5.0	10.4	2.5	6.9
Cc1cc(=O)oc2cc(OCC(=O)NC3CCCCC3)c(Cl)cc12	6.7	-6.7	-9.2	-2.6	-23.2	2.3	-0.2	-1.6	4.9
Cn1c(N)c(C(=O)COC(=O)[C@@H]2CCCN2S(=O)(=O)c2ccc(Cl)cc2)c(=O)n(C)c1=O	16.1	-5.3	-2.5	-6.8	9.1	3.0	3.5	-19.7	8.3
COc1ccccc1CNC(=O)CN1C(=O)COc2ccc(S(=O)(=O)NC3CCCC3)cc21	-8.7	-12.9	1.5	-2.8	2.6	10.9	0.2	-13.3	0.1
COc1ccc(CCNc2ccc(C(CC(N)=O)NC(=O)c3cc(C)cc(C)c3)cc2[N+](=O)[O-])cc1 (stereo not drawn)	7.5	-2.4	10.3	-0.9	-6.3	5.5	6.2	-1.9	1.3
CC(=O)N(c1ccccc1)c1ccccc1[N+](=O)[O-]	-4.3	-4.0	-0.3	-3.2	4.8	-0.9	1.7	·	1.6
CC(C(=O)N1CCOCC1)N1C(=O)C2C3C=CC(C4CC34)C2C1=O (stereo not drawn)	22.5	-10.3	-4.7	-12.5	-0.2	16.1	0.3	-10.6	6.6
CCOc1ccc(NS(=O)(=O)c2cc(NC(=O)c3ccc(C)cc3)ccc2Cl)cc1	14.4	-4.6	0.3	-5.6	-13.6	5.0	1.2	-11.6	2.2
CC1(C)CC(=O)C(C(N)=NC(=O)c2ccccc2)=C(O)C1	4.8	0.6	1.5	-4.4	22.6	1.2	5.1	-11.2	4.3
CCc1cc(=O)[nH]c(SCC(=O)NCC2CCCO2)n1 (stereo not drawn)	-9.7	-5.7	4.0	-3.2	-8.3	9.1	0.4	-2.7	3.1
COC(=O)c1c(C(=O)OC)c2ccccn2c1C(=O)c1ccc([N+](=O)[O-])cc1	-10.4	0.6	1.2	6.0	2.0	5.7	1.6	-15.2	5.5
CC(C)c1cc(CNC(=O)CCc2nnc(CCCc3ccccc3)o2)on1	-11.4	-13.4	-6.0	-8.4	-2.8	13.0	1.6	-10.4	2.2

Source: PubChem BioAssay
